Assay outcomes (PubChem)
EPAC1 agonist – qHTS for Agonist of cAMP-regulated guanine nucleotide exchange factor 3 (EPAC1): primary screen; Rap guanine nucleotide exchange factor 3 (Homo sapiens), O95398; EPAC1 agonist qHTS, biochemical assay; response scale: 100% = response to 6.5 mM cAMP; Potency, µM (doses to about 154 µM), for inactives: top-dose activation, actives largely listed as activators; hit rate 0.073% among 360,000; AID 720707, 2013; note: potency is the fitted concentration of half-maximal effect; nearly all actives have a fitted effect of over 60% in size
Target sequence (O95398 whole entry, looked up): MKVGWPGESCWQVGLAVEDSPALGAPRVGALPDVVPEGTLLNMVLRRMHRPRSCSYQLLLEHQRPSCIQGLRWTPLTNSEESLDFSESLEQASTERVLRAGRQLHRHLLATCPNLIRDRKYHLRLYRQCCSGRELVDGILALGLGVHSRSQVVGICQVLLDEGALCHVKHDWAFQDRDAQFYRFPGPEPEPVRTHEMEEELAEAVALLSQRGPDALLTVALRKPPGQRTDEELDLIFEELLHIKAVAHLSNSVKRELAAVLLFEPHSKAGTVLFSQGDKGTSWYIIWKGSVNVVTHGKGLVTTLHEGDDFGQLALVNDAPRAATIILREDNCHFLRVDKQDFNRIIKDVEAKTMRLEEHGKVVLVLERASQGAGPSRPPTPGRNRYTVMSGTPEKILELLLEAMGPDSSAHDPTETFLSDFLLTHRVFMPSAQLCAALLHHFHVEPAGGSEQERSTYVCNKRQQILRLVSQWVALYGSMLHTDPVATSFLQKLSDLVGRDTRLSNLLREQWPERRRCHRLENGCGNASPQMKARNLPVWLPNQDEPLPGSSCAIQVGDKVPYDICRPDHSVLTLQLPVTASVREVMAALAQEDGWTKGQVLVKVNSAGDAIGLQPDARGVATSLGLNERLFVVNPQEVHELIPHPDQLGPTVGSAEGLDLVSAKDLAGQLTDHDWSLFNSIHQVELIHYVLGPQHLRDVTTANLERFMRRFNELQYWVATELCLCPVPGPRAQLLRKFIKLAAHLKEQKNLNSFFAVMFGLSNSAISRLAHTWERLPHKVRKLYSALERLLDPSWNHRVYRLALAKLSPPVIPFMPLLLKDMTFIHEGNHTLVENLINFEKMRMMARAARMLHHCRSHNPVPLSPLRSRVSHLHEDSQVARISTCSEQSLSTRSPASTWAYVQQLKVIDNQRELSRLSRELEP
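Multi-concentration qHTS readout: loss of Rap1B-bound BODIPY-GDP fluorescence driven by 100 nM EPAC1 with excess GDP (50 uM), monitored kinetically at room temperature; agonist response expressed relative to 6.5 mM cAMP.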
CCT modulator – High-Throughput Screening for Modulators of Cytosolic Chaperonin Activity; purified chaperonin ATPase assay, HTRF ADP detection, 30 min; activity change, % (concentration not given with the values), hits read low; hit rate 0.3% among 360,000; AID 651819, 2012; in the data active = activity change below about -30%; note: % is set by controls: 0 for no effect and ±100 for the full control effect
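Nucleotide hydrolysis assay: TRiC at 20–40 nM final (set by batch activity) with 10 uM ATP, 30 min at 37 °C, in presence of 76 uM compound. Detection by competitive ADP HTRF, 30 min ambient.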
PLK1 PBD inh – qHTS for Inhibitors of PLK1-PDB (polo-like kinase 1 - polo-box domain): Primary Screen. Serine/threonine-protein kinase PLK1 (Homo sapiens), P53350. Plk1 PBD binding of FITC phosphopeptide, fluorescence polarization. Potency, µM, for the others: max response, negative = inhibition, usual class: inhibitors. hit rate 2.8% among 360,000. AID 720504, 2013; note: potency is the fitted concentration of half-maximal effect; series mostly up to about 57 µM; % is set by controls: 0 for no effect and ±100 for the full control effect; nearly all actives have a fitted effect of over 65% in size
WRN inhibitor – qHTS for Inhibitors of WRN Helicase; Bifunctional 3'-5' exonuclease/ATP-dependent helicase WRN (Homo sapiens), Q14191; WRN helicase unwinding, fluorescent forked duplex, kinetic; Potency, µM (titrated, usually from 114 µM), for inactives: at the top dose activity change, negative = inhibition, most hits filed as inhibitors; hit rate 0.46% among 360,000; note: potency is the fitted concentration of half-maximal effect; % is set by controls: 0 for no effect and ±100 for the full control effect; nearly all actives have a fitted effect of over 55% in size
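Primary qHTS, 1536-well format. 20 nM WRN + compound, 15 min RT; start with 100 nM forked fluorophore/quencher duplex, 2 mM ATP (final); kinetic read ex 525/em 598 nm.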
EPAC2 antag – qHTS for Antagonist of cAMP-regulated guanine nucleotide exchange factor 2 (EPAC2): primary screen. Rap guanine nucleotide exchange factor 4 (Homo sapiens), Q8WZA2. EPAC2 GEF exchange of Rap1B-BODIPY-GDP, fluorescence. Potency, µM (series often up to 114 µM), for the others: top-dose activity, negative = inhibition, actives largely listed as inhibitors. hit rate 0.18% among 360,000; note: potency is the fitted concentration of half-maximal effect; % is set by controls: 0 for no effect and ±100 for the full control effect; nearly all actives have a fitted effect of over 45% in size; many of its hits are not listed in these tables
EPAC1 antagonist – qHTS for Antagonist of cAMP-regulated guanine nucleotide exchange factor 3 (EPAC1): primary screen; Rap guanine nucleotide exchange factor 3 (Homo sapiens), O95398; EPAC1 GEF assay, Rap1b-BODIPY-GDP exchange fluorescence; Potency, µM (doses to about 115 µM), inactives show at the highest dose activity change, negative = inhibition, most hits filed as inhibitors; hit rate 0.14% among 360,000; AID 720709, 2013;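 note: potency is the fitted concentration of half-maximal effect; plate controls were vehicle for no effect and positive control for full effect; nearly all actives have a fitted effect of over 50% in size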
PI5P4K alpha inh – qHTS for Inhibitors of phosphatidylinositol 5-phosphate 4-kinase (PI5P4K); Phosphatidylinositol 5-phosphate 4-kinase type-2 alpha (Homo sapiens), P48426; PI5P4Kalpha enzyme, ADP-Glo luminescence, 60 min; stronger effect = lower value; max response, %; hit rate 1.2% among 330,000; active = max response of -50% or lower; inconclusive = between -30% and -50%; inactive = -30% or higher; note: value at the top dose of about 77 µM; % is set by controls: 0 for no effect and ±100 for the full control effect
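Single end-point luminescence (ADP-Glo) quantified ADP from PI5P4Kalpha turnover; ATP 5 microM final, 1 h at RT, 0.1% CHAPS and 0.28 mM EGTA in HEPES pH 7.4.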
MmCpn inh – Inhibitors of TCP-1 ring complex (TRiC) of Methanococcus maripaludis (MmCpn): qHTS. Potency, µM (titrated, usually from 76.9 µM), for the others: at the highest dose activity, negative = inhibition, hits mostly inhibitors. purified Mm-Cpn ATPase, ADP Transcreener TR-FRET. hit rate 0.031% among 330,000. Chaperonin Mm-Cpn (Methanococcus maripaludis). AID 504842, 2011; note: potency is the fitted concentration of half-maximal effect; % is set by controls: 0 for no effect and ±100 for the full control effect; nearly all actives have a fitted effect of over 80% in size
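ATP (10 uM final) was added to archaeal chaperonin (25 nM final) after 10 min exposure to test compound at 37°C; after 30 min further incubation, ADP was detected by competitive TR-FRET.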
* = called active by the depositor; ? = inconclusive; nt = not tested or not shown; [ ] = dose if it differs, or a comment. Unless noted, calls come from the whole dose curve; as a rule, active = well fitted curve in the direction sought with a large enough effect; inconclusive = small, poorly fitted or top-dose-only effect, or another doubt; inactive = no such curve, though single readings can be large; an effect the other way counts as inactive or inconclusive.

SMILES | EPAC1 agonist | CCT modulator | PLK1 PBD inh | WRN inhibitor | EPAC2 antag | EPAC1 antagonist | PI5P4K alpha inh | MmCpn inh
CC(C)(C)N1C(=O)c2ccc(C(=O)Nc3ccc(O)cc3)cc2C1=O | -6% | 1.9 | 6% | -10% | 0% | ? | -2 | -1%
Cc1cc(C)n2[nH]c(=O)cc2n1 | 1% | -1.8 | 4% | 4% | 1% | -11% | 0 | nt
CCCCc1nc2cc(C(=O)N(C)CCc3cn[nH]c3)ccc2o1 | 9% | 0.0 | -17% | 10% | 5% | -11% | 0 | 0%
Cc1cccc(Cn2c(=O)oc3ccc(C)cc32)c1 | -4% | -0.1 | 3% | -18% | 79µM* | -3% | -2 | 0%
COCCN1C(=O)c2ccccc2C(C(=O)N2CCN(c3ccccn3)CC2)C1c1ccc(F)cc1 (stereo not drawn) | -4% | 4.5 | -14% | -21% | -2% | -7% | -1 | -1%
CC(=O)NCc1ccc(S(=O)(=O)N2CCN(S(=O)(=O)c3ccc4ccccc4c3)CC2)cc1 | -5% | -0.2 | 2% | -4% | 3% | 11% | 0 | -2%
O=C(CSc1nnc(-c2cccnc2)n1C1CCCCC1)NC1CCCCC1 | 5% | -3.9 | -7% | -9% | -2% | -7% | nt | 1%
S=c1[nH]nc(-c2ccc(Cl)cc2)n1CC1CCCO1 (stereo not drawn) | 0% | 2.2 | ? | -7% | 6% | 2% | nt | -1%
CC(C)Cn1c(SCc2nc3ccccc3c(=O)[nH]2)nc2ccccc2c1=O | 2% | -0.1 | 1% | 4% | 3% | 5% | nt | 0%
COc1ccc(/C=C2\CCn3c2nc2cc(C(=O)O)ccc2c3=O)cc1 | 5% | 1.4 | -7% | -6% | -24% | 7% | ? | 1%
CC1(C)OC(=O)C(=CNCC(O)c2ccccc2)C(=O)O1 (stereo not drawn) | 4% | 1.3 | -6% | -8% | 5% | -4% | nt | 0%
Nn1cnnc1SC1CCCCC1NS(=O)(=O)c1ccccc1 (stereo not drawn) | 8% | -0.9 | -6% | -16% | -2% | -21% | 2 | 4%
Cc1ccc(C(=O)Nc2cccc(NC(=O)CN3CCCCC3)c2)cc1 | 11% | -1.0 | -6% | -34% | 10% | 0% | -2 | 2%
Cc1cc(=O)oc2cc(OC(C)C(=O)NCCCN3CCCC3=O)c(Cl)cc12 (stereo not drawn) | -7% | 0.6 | -6% | 8% | 3% | -15% | 1 | 2%
COc1cccc(NC(=O)Nc2ccc3c(c2)nnn3C)c1 | 3% | 0.6 | 1% | -2% | 9% | 13% | 3 | -13%
CCn1ncc(CNC(=O)C2(C)CC2(Cl)Cl)c1C (stereo not drawn) | 11% | -1.7 | -6% | -12% | -6% | -13% | -4 | -2%
COc1ccc(NS(=O)(=O)N2CCCCC2)cc1 | -3% | -0.2 | -2% | 4% | 2% | -14% | -7 | nt
Cc1ccc(-n2ncc(N(C)C)c(Cl)c2=O)cc1 | 5% | -0.7 | -14% | -16% | -2% | -26% | 1 | 1%
Cc1nc2ccccn2c1/C(O)=C1\C(=O)C(=O)N(CCN2CCOCC2)C1c1cccnc1 (stereo not drawn) | -3% | 1.2 | -7% | -8% | 6% | 10% | 3 | -3%
Cc1cc(Nc2ccccc2)c2c([N+](=O)[O-])cc(C)c(C)c2n1 | -6% | -0.1 | -3% | -27%[57.1 µM] | ? | 2% | 13 | 4%
S=C(N/N=C1\C2CN3CCN(C2)CC1(c1ccccc1)C3)Nc1ccccc1 | -1% | -2.8 | -1% | -23% | 1% | -12% | -5 | -1%
CCCc1ccc(OCC(O)CN2CCc3ccccc3C2)cc1 (stereo not drawn) | 0% | 0.4 | -5% | -3% | 2% | -12% | -5 | -2%
COc1ccc(CNC(=O)C2CCCN(c3nccc(C)n3)C2)cc1 (stereo not drawn) | -1% | 1.1 | -12% | 4% | 5% | -15% | 0 | 0%
C[C@H](CO)N1C[C@H](C)[C@@H](CN(C)C(=O)NC2CCCCC2)Oc2c(NC(=O)Nc3ccc4c(c3)OCO4)cccc2C1=O | -2% | -0.2 | -1% | -3% | 1% | -21% | -3 | 2%
Cc1csc(C(=O)O)c1-c1c(C)csc1C(=O)O | 14% | 0.9 | -1% | -10% | -24% | -26% | 0 | 0%
COc1ccc(CCNC(=O)COC(=O)C2COc3ccccc3O2)cc1 (stereo not drawn) | 15% | -2.2 | 2% | -6% | -13% | -2% | 1 | 1%
CNC(=S)N=Nc1c(O)[nH]c2ccc(C(C)C)cc12 | 8% | -1.4 | -7% | -10% | -9% | -14% | 1 | 1%
COc1ccc(C(=O)C[n+]2ccccc2C)cc1 | 6% | -2.6 | 6µM* | -15% | 10% | -1% | -25 | -1%
CCOC(=O)N1CCC(NC(=O)C2CCN(S(=O)(=O)N3CCC(C)CC3)CC2)CC1 | -19% | 0.7 | -1% | 0% | 4% | 5% | nt | -2%
O=C(CNS(=O)(=O)c1ccccc1)Nc1ccc2c(c1)OCO2 | -2% | 0.3 | -7% | 1% | 13% | -16% | -10 | 5%
Cc1cc(C)c(-c2csc(NC(=O)c3n[nH]c(=O)c4ccccc34)n2)c(C)c1 | 9% | -18 | -14% | 7% | 1% | -2% | 1 | -2%
Cc1onc(-c2ccccc2Cl)c1C(=O)N1CCC(Cc2ccccc2)CC1 | 16% | 1.1 | -12% | -8% | ? | -7% | 1 | 3%
COc1ccccc1C(=Cc1ccc([N+](=O)[O-])cc1)C(=O)O | 4% | 0.9 | -4% | 11% | -2% | 8% | 1 | nt
CCOC(=O)c1cnc(N)nc1C(F)(F)F | 5% | -1.1 | 1% | -2% | 6% | 0% | 4 | -7%
O=C(CSc1ccc(-c2ccccn2)nn1)Nc1ccc(F)c(F)c1 | -3% | 0.2 | 1% | -10% | 11% | -10% | 2 | 2%
N#CCCN(CCC#N)C(=O)c1ccc(Cl)cc1 | -4% | 0.6 | -2% | 7% | 9% | 16% | nt | -6%
CCOC(=O)NC(=O)/C(C#N)=C/c1ccc(N(C)C)cc1 | 2% | -0.8 | 28% | -5% | -5% | 7% | 3 | -8%
O=C(CNc1n[nH]c(=O)[nH]c1=O)N/N=C/c1cccnc1 | 16% | -0.5 | -5% | -2% | 4% | -19% | -7 | 2%
CCOCCc1nnc(NC(=O)C2CCN(C(=O)c3ccco3)CC2)s1 | 11% | -0.5 | -16% | 3% | -9% | -1% | 1 | 2%
CCCCCCC(C)OC(=O)Nc1cccc2ccccc12 (stereo not drawn) | -3% | -0.7 | -2% | -6% | ? | -15% | 2 | 1%

Some entries already given, showing only EPAC1 agonist and EPAC1 antagonist:
SMILES | EPAC1 agonist | EPAC1 antagonist
Cc1cc(C)c(-c2csc(NC(=O)c3n[nH]c(=O)c4ccccc34)n2)c(C)c1 | 9% | -2%
Cc1onc(-c2ccccc2Cl)c1C(=O)N1CCC(Cc2ccccc2)CC1 | 16% | -7%

Entries of single compounds as entered above.
Cc1csc(C(=O)O)c1-c1c(C)csc1C(=O)O is listed with EPAC1 agonist = 14%; CCT modulator = 0.9; PLK1 PBD inh = -1%; WRN inhibitor = -10%; EPAC2 antag = -24%; EPAC1 antagonist = -26%; PI5P4K alpha inh = 0; MmCpn inh = 0%
CNC(=S)N=Nc1c(O)[nH]c2ccc(C(C)C)cc12 is listed with EPAC1 agonist = 8%; CCT modulator = -1.4; PLK1 PBD inh = -7%; WRN inhibitor = -10%; EPAC2 antag = -9%; EPAC1 antagonist = -14%; PI5P4K alpha inh = 1; MmCpn inh = 1%

(cont.)
SMILES | EPAC1 agonist | CCT modulator | PLK1 PBD inh | WRN inhibitor | EPAC2 antag | EPAC1 antagonist | PI5P4K alpha inh | MmCpn inh
CC(C)OC(=O)c1ccc2ccc(-c3ccccc3)nc2c1 | -10% | 1.4 | -1% | -3% | -14% | -5% | 14 | nt
Cc1cc(/C=N\NC(=O)COc2cccc3cccnc23)c(C)n1-c1ccc(Br)cc1 | 6% | 0.1 | -6% | -4% | 3% | 0% | -16 | 2%
C=CC[C@@H](CC(=O)N(CCO)Cc1ccccc1)C(=O)N[C@H](COC(=O)[C@@H](CC=C)CC(=O)OC(C)(C)C)Cc1ccccc1 | -32%[inhibitor] | 0.9 | 3% | -6% | ? | -26% | 2 | -1%
Cc1ccnc(NC(=O)c2cccc(S(=O)(=O)NCc3ccccc3)c2)c1 | -2% | -0.6 | -2% | 2% | 6% | 6% | 1 | 3%
O=C(c1ccc(S(=O)(=O)N2CCCCC2)cc1)c1nnc(-c2ccc(Cl)cc2)o1 | 6% | -5.9 | -11% | -1% | -2% | -7% | 2 | 0%
CCC1(c2ccccc2)NC(=O)N(CC(=O)Nc2ccccc2N2CCCCC2)C1=O (stereo not drawn) | 3% | 0.3 | 3% | -21% | -5% | -23% | 8 | 1%
O=C(CSc1ccc(-c2cccnc2)nn1)Nc1ccccc1C(F)(F)F | 1% | 0.7 | -3% | -11% | 24% | 4% | 3 | -2%
CCOc1ccc(-n2nnnc2SCC(=O)N2CCOCC2)cc1 | 1% | -0.1 | 2% | 4% | -6% | 9% | 1 | -6%
C=CCc1ccccc1OCC(O)CN1C(=O)c2ccccc2C1=O (stereo not drawn) | 3% | -2.3 | -1% | -2% | -9% | -23% | 7 | 2%
O=C(Nc1ccc(F)cc1)c1ccc(S(=O)(=O)N2CCCC2)cc1 | -2% | -3.7 | -10% | -3% | -11% | ? | 0 | 0%
CC(C(=O)Nc1cc([N+](=O)[O-])ccc1Cl)N1CCN(c2ccccc2O)CC1 (stereo not drawn) | 13% | 2.7 | -7% | -10% | -1% | -11% | -6 | -2%
O=C(COC(=O)/C=C/c1ccc2c(c1)OCO2)NC1CC1 | 4% | 0.8 | -5% | -10% | 0% | -12% | -3 | -2%

An excerpt. The share of hits here may be higher or lower than overall.
